Compound activity deposited in PubChem BioAssay by National Center for Advancing Translational Sciences (NCATS).
EPAC2 agonist: EPAC2 (human) agonism; Q8WZA2; AID 720711; 360,000 tested, 0.079% active; Potency, µM (highest dose often 154 µM), for the others: top-dose activation, usual class: activators; EPAC2 activation, biochemical qHTS; response scale: 100% = 6.5 mM cAMP response; further: potency means the concentration at half of the fitted maximal effect; nearly all actives have a fitted effect of over 50% in size
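Compounds were added across a concentration range to EPAC2 (100 nM), RAP1B-BODIPY-GDP (250 nM) and GDP (50 uM). After 5 min at room temperature, fluorescence was recorded at 5-min intervals for 30 min.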
aSyn rescue: rescues yeast growth from alpha-synuclein toxicity; Potency, µM (doses to about 46.1 µM), without a hit: at the highest dose growth rescue (activation), most hits filed as activators; Yeast expressing alpha-synuclein, growth rescue, BacTiter-Glo, 24 h; AID 652106; 370,000 tested, 0.14% active; further: potency means the concentration at half of the fitted maximal effect; % of control where 0% means no effect; nearly all actives have a fitted effect of over 65% in size
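Readout is rescue of growth in alpha-synuclein-expressing yeast, so inhibitors of toxicity appear as activators. Growth after 24 hr at 30 deg C in galactose medium is quantified by luminescence.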
DRD3 agonist: agonists of human D3 dopamine receptor; P35462; D3R DiscoveRx beta-arrestin cells, luminescence, 90 min; max activation, %; 410,000 tested, 0.58% active; AID 652048; in the data active means max activation above about 30%; further: 0% is about no effect; mostly tested at two doses, the higher about 12 µM
Target sequence (P35462 whole entry, looked up): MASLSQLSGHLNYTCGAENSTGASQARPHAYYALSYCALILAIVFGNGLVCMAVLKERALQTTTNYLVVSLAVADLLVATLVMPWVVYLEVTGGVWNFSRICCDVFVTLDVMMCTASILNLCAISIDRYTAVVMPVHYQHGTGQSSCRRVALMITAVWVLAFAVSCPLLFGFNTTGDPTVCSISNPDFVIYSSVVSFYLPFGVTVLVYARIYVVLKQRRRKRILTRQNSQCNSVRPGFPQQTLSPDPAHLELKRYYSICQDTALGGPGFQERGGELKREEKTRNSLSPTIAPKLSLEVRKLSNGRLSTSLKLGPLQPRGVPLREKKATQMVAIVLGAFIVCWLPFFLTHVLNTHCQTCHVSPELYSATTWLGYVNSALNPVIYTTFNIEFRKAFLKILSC
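Agonist mode: compounds and dopamine controls were applied to plated cells for 90 min at 37 degrees C after an overnight attachment at 1500 cells/well. Luminescent read-out followed 30 - 60 minutes at room temperature with DiscoveRx detection reagent.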
Abeta rescue: compounds reversing amyloid beta toxicity in yeast. AID 1347071. Potency, µM (doses to about 46.1 µM), without a hit: at the highest dose growth rescue, most hits filed as activators. yeast expressing A-beta42, growth rescue, OD600, 48 h; response scale: 0% DMSO, 100% iron-clioquinol control. 410,000 tested, 0.063% active; further: potency means the concentration at half of the fitted maximal effect; nearly all actives have a fitted effect of over 55% in size
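Growth rescue measured by 600 nm absorbance after 48 h yeast culture at 30 C with compound. Values normalized between DMSO and an equimolar ferric chloride plus clioquinol control.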
EPAC2 antag: antagonists of human EPAC2 | Q8WZA2 | Potency, µM (titrated, usually from 114 µM), for the others: top-dose activity, negative = inhibition, hits mostly inhibitors | EPAC2 GEF exchange of Rap1B-BODIPY-GDP, fluorescence | 360,000 tested, 0.18% active; further: potency means the concentration at half of the fitted maximal effect; on the % scale 0 is the no-effect control and ±100 the full control effect; nearly all actives have a fitted effect of over 45% in size; many of its hits are not listed in these tables
TDP43 rescue: TDP-43 toxicity inhibition in yeast; TDP-43 expressing yeast growth rescue, BacTiter-Glo, 24 h; Potency, µM (top dose mostly 46.1 µM), for the others: top-dose growth rescue (activation), hits mostly activators; 410,000 tested, 1.8% active; further: potency means the concentration at half of the fitted maximal effect; % of control where 0% means no effect; nearly all actives have a fitted effect of over 50% in size
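Luminescence from BacTiter-Glo reports growth of TDP-43-expressing yeast after 24 hr at 30 deg C with compound. Cells were raffinose-pregrown to mid-log, then seeded in galactose medium at OD600=0.02.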
FUS yeast rescue: FUS proteinopathy suppression in yeast | S. cerevisiae FUS-expressing, growth rescue, OD600, 24 h | Potency, µM (highest dose often 76.6 µM), without a hit: at the highest dose growth rescue (activation), usual class: activators | 390,000 tested, 0.24% active | AID 1347120;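 further: potency means the concentration at half of the fitted maximal effect; plate controls were DMSO vehicle for no effect and reference control for full effect; nearly all actives have a fitted effect of over 55% in size; some results filed as inactive show a strong effect at the top dose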
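Read-out: OD at 600 nm after 24hr at 30C, reporting rescue of FUS-induced yeast toxicity. Cells at OD 0.005 in galactose (2%) minimal medium; compounds tested in a dilution series; CP55940 titration from 92uM final as control.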
DRD3 antagonist: antagonists of human D3 dopamine receptor | 360,000 tested, 2.5% active | max response, negative = inhibition, % | D3R cells, DiscoveRx beta-arrestin luminescence, antagonist mode; hits give low values | P35462; in the data active means max response below about -50%; inconclusive means no clear call, values can overlap the other calls; further: on the % scale 0 is the no-effect control and ±100 the full control effect; mostly tested at two doses, the higher about 12 µM
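Cells plated overnight at 1500 cells/well, then exposed to library compounds with dopamine controls for 90 minutes at 37 degrees C. DiscoveRx reagent added for 30–60 minutes at room temperature; luminescence read, quantitative HTS format.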
* hit, by the source's call; ? = inconclusive; . = not tested or not shown; [ ] = another dose, or the depositor's remark. Unless noted, the call rests on the fitted dose curve; in most records, active means well fitted curve in the direction sought with a large enough effect; inconclusive means small, poorly fitted or top-dose-only effect, or another doubt; inactive means no such curve, though single readings can be large; an effect the other way counts as inactive or inconclusive. A portion of the library. The share of hits here may be higher or lower than overall.

SMILES	EPAC2 agonist	aSyn rescue	DRD3 agonist	Abeta rescue	EPAC2 antag	TDP43 rescue	FUS yeast rescue	DRD3 antagonist
CC(C)(C)N1OC2CC1c1nc3ccccc3n1C2 (stereo unspecified)	10%	1%	1	7%	2%	16%	-15%	6
CCOc1cc(C2C3=C(CCCC3=O)N(C)C3=C2C(=O)CCC3)cc(Cl)c1O	6%	2%	1	2%	15%[57.1 µM]	1%	5%	0
O=C(CCCc1cccs1)Nc1ccc2c(c1)OCO2	10%	-6%	-2	4%	4%	4%	-38%	-19
O=C1CC2(CCCCC2)Oc2ccc(Cl)cc21	3%	-3%	-25	-1%	-24%	-7%	-8%	-2
OCCOCCNc1ncnc2sc(-c3ccccc3)cc12	3%	-3%	-3	-3%	7%	-16%	20%	-1
Cn1nnnc1SCC(=O)c1ccc(Br)s1	2%	0%	-16	-7%	12%	-5%	8%	-16
NC(=O)COC(=O)[C@H](Cc1c[nH]c2ccccc12)NC(=O)c1ccc(F)cc1	5%	-1%	7	4%	-2%	4%	7%	14
CC(C)Cn1c(N)c(C(=O)COC(=O)c2cc3ccccc3cc2O)c(=O)n(C)c1=O	-11%	6%	3	1%	-8%	17%	6%	49
S=C(NCCc1ccccc1)Nc1ncccn1	4%	-1%	0	20%	3%	?	2%	-12
CCOc1nc(NC(=O)NS(=O)(=O)c2cccc(Cl)c2)nc(-c2ccccc2)n1	-5%	-5%	8	3%	6%	4%	1%	-4
COC(=O)c1[nH]c2ccccc2c1NC(=O)CN1CCN(c2cccc(OC)c2)C(C)C1 (stereo unspecified)	19%	-1%	-9	-4%	-15%	28%	19%	-7
CC1(C)Cc2nc3sc4c(OCc5ccccc5)ncnc4c3cc2CO1	0%	0%	1	10%	-3%	16%	6%	14
CCCCOC(=O)CCn1[nH]c(=O)c2ccccc2c1=O	4%	-11%	17	1%	2%	-14%	15%	30
Cc1ccc(-c2csc(C3C(N)=NC(S)=C(C#N)C34CCCCC4)n2)cc1 (stereo unspecified)	-4%	3%	7	-3%	-4%	20%	30%	-72*
O=C(Cc1cccc2ccccc12)Nc1nc(-c2cccc([N+](=O)[O-])c2)cs1	14%	4%	-6	9%	-7%	9%	-4%	-12

Five entries from above, ordered by count of non-hydrogen atoms, smallest number first.
SMILES	EPAC2 agonist	aSyn rescue	DRD3 agonist	Abeta rescue	EPAC2 antag	TDP43 rescue	FUS yeast rescue	DRD3 antagonist
CCCCOC(=O)CCn1[nH]c(=O)c2ccccc2c1=O	4%	-11%	17	1%	2%	-14%	15%	30
OCCOCCNc1ncnc2sc(-c3ccccc3)cc12	3%	-3%	-3	-3%	7%	-16%	20%	-1
CC1(C)Cc2nc3sc4c(OCc5ccccc5)ncnc4c3cc2CO1	0%	0%	1	10%	-3%	16%	6%	14
CCOc1cc(C2C3=C(CCCC3=O)N(C)C3=C2C(=O)CCC3)cc(Cl)c1O	6%	2%	1	2%	15%[57.1 µM]	1%	5%	0
CC(C)Cn1c(N)c(C(=O)COC(=O)c2cc3ccccc3cc2O)c(=O)n(C)c1=O	-11%	6%	3	1%	-8%	17%	6%	49

(listing goes on)
SMILES	EPAC2 agonist	aSyn rescue	DRD3 agonist	Abeta rescue	EPAC2 antag	TDP43 rescue	FUS yeast rescue	DRD3 antagonist
O=C(CN1CCN(c2ncc(C(F)(F)F)cc2Cl)CC1)NCCNc1ncc(C(F)(F)F)cc1Cl	-18%	4%	19	10%	-21%	9%	?	12
COC(=O)c1sc(C(F)(F)F)c(-c2ccccc2)c1S(=O)(=O)N1CCOCC1	2%	13%	1	17%	-22%	19%	12%	12
NC(=O)c1ccc(-n2nnnc2SCC(=O)Nc2ccc(F)cc2)cc1	15%	-2%	-23	-12%	14%	-17%	30%	-19
COc1cc(OC)c(C2SCCS2)c(OC)c1	11%	13%	1	-10%	-2%	25%	-13%	6
CCCC(C(=O)NCCC(C)C)N(Cc1ccccc1)C(=O)c1snc(C(N)=O)c1N (stereo unspecified)	6%	-2%	-1	12%	-22%	-2%	31%	-9
Oc1ccccc1CNc1ccc(Br)cn1	10%	-1%	7	-1%	-4%	0%	4%	137
O=C(CN1CCN(C(=O)c2cc(C3CC3)nn2-c2ccccc2)CC1)Nc1ccc(F)cc1	10%	4%	-7	-2%	1%	18%	25%	-21
COc1cccc(CNC(=O)CN2C(=O)N(c3cc(C)ccc3C)S(=O)(=O)c3ccccc32)c1OC	.	.	-1	-6%	.	1%	22%	.
Cc1noc(NS(=O)(=O)c2ccc(NC(=O)/C=C/c3ccccc3)cc2)c1C	4%	-7%	2	22%	4%	1%	14%	0
Cc1cc(-c2nnc3sc(-c4ccc(Cl)cc4Cl)nn23)n[nH]1	7%	-4%	-9	3%	-1%	-4%	-22%	38
CN(C)S(=O)(=O)c1cccc(C(=O)NCc2ccco2)c1	0%	-6%	-3	0%	12%	-24%	11%	2
CC(C)c1nc(-c2ccccc2)c(-c2ccccc2)[nH]1	4%	-1%	-13	-6%	-2%	-10%	4%	2
Cc1ccc(S(=O)(=O)c2nc(Nc3nccs3)sc2Cl)cc1	9%	10%	-2	16%	-3%	30%	36%	?
COc1ccc(NC(=O)Nc2nc3ccccc3s2)cc1	-6%	3%	-9	-2%	-3%	-2%	13%	-3
CC(NC(=O)c1cc(Br)ccc1Cl)c1ccccc1 (stereo unspecified)	8%	-7%	1	-3%	-4%	14%	10%	42
O=C(CCCn1c(=O)[nH]c2ccccc2c1=O)NC1CCCCCC1	0%	3%	0	-3%	-3%	0%	-10%	18
COC(=O)C(Cc1ccccc1)NCC(=O)Nc1cccc(Cl)c1C (stereo unspecified)	3%	2%	7	0%	-25%	5%	12%	-21
CCc1ccccc1NC(=O)C(C)n1nc(-c2ccc(C)c(C)c2)ccc1=O (stereo unspecified)	.	.	-1	14%	.	14%	41%	.
Cn1cc(CN2CCC(C(=O)N3CCCC3)CC2)c(-c2ccccc2F)n1	6%	7%	-5	8%	-3%	.	15%	-12
C[C@H](CO)N1C[C@H](C)[C@@H](CN(C)S(=O)(=O)c2ccc(Oc3ccccc3)nc2)OCc2cn(nn2)CCCC1=O	9%	4%	7	8%	5%	27%	13%	13
CSc1nnc2n(-c3ccc(C)cc3)c(=O)c3c4c(sc3n12)COC(C(C)C)C4 (stereo unspecified)	-10%	11%	-3	1%	1%	1%	3%	35
CCCC(=O)c1c[nH]c(C(=O)NCCCN2CCOCC2)c1	5%	-1%	2	9%	-5%	-3%	-19%	-3
C=C(C)C1CC=C(C)/C(=N/NC(=O)COc2cccc3ccccc23)C1 (stereo unspecified)	-4%	7%	14	-4%	-1%	-13%	14%	32
COc1ccc(NC(=O)CSc2nc3ccccc3nc2N2CCCC2)cc1Cl	19%	-3%	2	-1%	6%	0%	1%	0
O=C(CCN1C(=O)C2C3C=CC(C3)C2C1=O)N1CCCCC1 (stereo unspecified)	-1%	5%	-1	6%	1%	16%	-6%	6
Cc1cc(Nc2ccccc2Br)n2nc(C)nc2n1	5%	0%	-11	-8%	-8%	7%	-14%	-8
Cc1cc(-c2[nH]nc3c2C(c2cccc(O)c2)C(C#N)=C(N)O3)c(C)s1 (stereo unspecified)	12%	2%	5	-1%	-20%	-19%	20%	10
COc1ccccc1NC(=O)Nc1c(C)nn(C)c1C	10%	-4%	-1	8%	5%	13%	-9%	-2
COc1ccc(NC(=O)C[C@H]2C(=O)N(CCc3ccccc3)C[C@@H]2Cc2ccccc2)cc1	5%	-3%	2	13%	-1%	3%	22%	2
Cn1nc(-c2ccccn2)nc2c(=O)n(C)c(=O)nc1-2	?	1%	-18	-12%	?	19%	-25%	-69*
CN=C(Nc1ccc(C(=O)OC)s1)c1ccc(Cl)cc1	4%	1%	1	2%	?	-1%	16%	1
Cc1ccc(C(=O)NCC(=O)Nc2ccc3c(c2)OCCO3)cc1	15%	-6%	-29	5%	-2%	-10%	20%	-23
O=C1C(Cl)=C(NCC2CCCO2)C(=O)N1C1CCCCC1 (stereo unspecified)	1%	1%	-2	-6%	-2%	?	8%	3
CCC(=O)NC(Nc1nc(C)cs1)(C(=O)OC)C(F)(F)F (stereo unspecified)	-2%	-2%	1	21%	15%	7%	.	9
Cc1cc([N+](=O)[O-])cnc1Sc1nccn1C	4%	-7%	2	-15%	4%	2%	-24%	0
CCc1ccc(C2CC3C(CN2S(=O)(=O)c2ccc(C)cc2)C(=O)CC(c2ccc(CC)cc2)N3S(=O)(=O)c2ccc(C)cc2)cc1 (stereo unspecified)	14%	1%	-5	2%	14%	13%	-7%	-11
O=C(C[n+]1cc(-c2ccc(Cl)cc2)n2c1CCC2)Nc1nc(-c2ccc(F)cc2)cs1	8%	-25%	-18	6%	7%	9%	42%	-3
CC1CCN(C(=O)Cn2c(=O)n(-c3ccc(Cl)cc3)c(=O)c3c4c(sc32)CCC4)CC1	.	.	-8	1%	.	13%	-23%	.
O=c1[nH]c(C(Cl)Cl)nc2sc3c(c12)CCN(Cc1ccccc1)C3	5%	-1%	10	-6%	2%	-13%	30%	15
Cc1nc2c(C)cccc2c2c1CCN2c1ccccc1F	16%	9%	-1	-18%	-10%	-21%	11%	-13
CC1CCC(NC(=O)C2CC(=O)N(c3ccc4c(c3)OCCO4)C2)CC1 (stereo unspecified)	-2%	0%	11	6%	-18%	-17%	6%	10
Cc1cc(C)n(-c2cc(Cl)ccc2[N+](=O)[O-])n1	8%	9%	1	-20%	1%	23%	-8%	2
Cc1nonc1CC(=O)NC1CC(C)(C)Cc2c1cnn2-c1ccc(F)cc1 (stereo unspecified)	12%	2%	5	18%	8%	23%	20%	14
CCc1nc2ccc(C(=O)NC3CCN(Cc4ccccc4)CC3)cn2c1N(C)Cc1cccs1	12%	-4%	-29	5%	8%	-6%	-6%	-77*
CSc1ccc(/C=N/Nc2cccc(C(=O)O)c2)cc1	26%	-1%	-2	-19%	13%	?	25%	-10
CCN1CCN(C(=O)C(NS(=O)(=O)c2ccc3nc(C)sc3c2)C(C)C)CC1 (stereo unspecified)	7%	4%	3	-7%	-3%	27%	-22%	15
COc1ccc(CCC(C)NCC(C)c2ccccc2)cc1 (stereo unspecified)	0%	3%	-12	-14%	12%	0%	-17%	-21
COc1ccc(-c2cc(=O)c3cc(OC)c(OC)cc3[nH]2)cc1	6%	-11%	-51	0%	12%	-20%	-8%	-12
